Salmonella PhoP GFP: PhoP regulon inhibitors, Salmonella typhi PhoP promoter GFP reporter, confirmatory (AID 1850) | Salmonella Typhi PhoP-promoter GFP reporter, fluorescence, 4 h; higher % means a stronger effect | inhibition, % at 50 µM; hits with a dose series show IC50 in µM | 310,000 tested, 0.33% active; in the data active = a potency from the dose series; inconclusive = inhibition mostly from about 25% at the one dose, without a potency; inactive = the rest, 99 in 100 with inhibition below about 19%;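 also: 0% = induced wells with vehicle and 100% = uninduced wells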
H1N1 NS1A inhibition: NS1A inhibition, H1N1 influenza, cell based functional assay (AID 504329) | NS1A functional cell-based assay, percent inhibition; higher % means a stronger effect | inhibition, % at 12.5 µM; hits with a dose series show IC50 in µM | 340,000 tested, 0.3% active; in the data active = a potency from the dose series; inconclusive = inhibition above about 27% without an active follow-up result; also: strong numbers were not always called active
tuberculosis growth: growth inhibition of non-replicating M. tuberculosis (AID 488890); Mycobacterium tuberculosis non-replicating, growth inhibition; higher % means a stronger effect; inhibition, % at 25 µM; hits with a dose series show IC50 in µM; 320,000 tested, 0.39% active; in the data active = a potency from the dose series; inconclusive = inhibition mostly from about 82% at the one dose, without a potency; inactive = the rest, 99 in 100 with inhibition below about 76%;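 also: plate controls were DMSO cells for no effect and high antibiotic wells for full effect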
VEEV TC-83 Vero: inhibitors of VEEV TC-83 cytopathic effect, confirmation, Vero cells (AID 588727); Vero cells, VEEV TC-83 cytopathic effect inhibition; higher % means a stronger effect; inhibition, % at 20 µM, or IC50 in µM where a hit was titrated; 350,000 tested, 0.13% active; in the data active = a potency from the dose series; inconclusive = inhibition mostly from about 14% at the one dose, without a potency; inactive = the rest, 99 in 100 with inhibition below about 12%; also: strong numbers were not always called active
H37Rv inhibition: M. tuberculosis growth inhibition, HTS (AID 449762). M. tuberculosis H37Rv growth inhibition, 7H9 media; higher % means a stronger effect. 330,000 tested, 0.59% active. inhibition, % at 25 µM; hits with a dose series show IC50 in µM; in the data active = a potency from the dose series; inconclusive = inhibition above about 70% without an active follow-up result;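 also: bacterial growth assessed after seven days of incubation; strong numbers were not always called active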
VEEV TC-83 Vero 10K pilot screen: also measured in VEEV TC-83 Vero; calls as there; inhibition, %; measured here: 10K pilot screen inhibition
* hit, by the source's call; i = inactive; ? = inconclusive; . = no result given. Random draw from the library; overall some 1.5% were active at least once.

SMILES | Salmonella PhoP GFP | H1N1 NS1A inhibition | tuberculosis growth | VEEV TC-83 Vero | H37Rv inhibition | others
O=C(NNC(=O)c1ccc2ccccc2c1)c1ccc(Cl)cc1 | . | 15% | . | 2.2% | .
CC1CCCCN1C(=O)CSc1nnc2ccccn12 (stereo unspecified) | . | 6% | 1% | i | -6%
CCCOc1ccc(N2C(=O)CC(N(O)c3ccccc3)C2=O)cc1 (stereo unspecified) | -2% | 2% | 73% | 7.4% | ? | VEEV TC-83 Vero 10K pilot screen=5.0
CCN(CC)c1ccc(/C=C2/C(=O)N(c3ccc([N+](=O)[O-])cc3)N=C2N2CCOCC2)cc1 | 1% | . | 4% | . | -3%
FC(F)(F)c1cccc(Cc2noc(CN3CCCC(OCc4ccccn4)C3)n2)c1 (stereo unspecified) | -11% | 4% | 61% | 5.4% | 8%
CCOc1ccc(NC(=O)COn2nnc3ccc(S(=O)(=O)N4CCOCC4)cc32)cc1 | 2% | 7% | -5% | 1.0% | 48%
Cc1c(O)cc2c(c1O)C(=O)CC(c1ccc(O)cc1)O2 (stereo unspecified) | 6% | 5% | -11% | 4.7% | -6%
C=CCNC(=S)N1CCN(c2ncc3c(=O)c(C(=O)O)cn(CC)c3n2)CC1 | -8% | 0% | 0% | i | -5%
COc1cc(-c2cc(C(=O)Nc3ccc(S(N)(=O)=O)cc3)c3ccccc3n2)cc(OC)c1OC | 1% | -14% | 16% | 7.1% | -7%
CCCn1c(SCC(=O)NCc2ccc(C)cc2)n[nH]c1=O | 8% | -4% | -32% | 3.2% | -5%
O=C(O)C(c1ccccc1)C1CCCCC1O (stereo unspecified) | . | -26% | . | 2.4% | .
COc1cccc(-n2nnc3c(=O)n(Cc4ccc(F)cc4)cnc32)c1 | 2% | -3% | 19% | 2.4% | -2%
Cc1nn(Cc2ccccc2Cl)c(C)c1NC(=O)CCCn1nc(C)c([N+](=O)[O-])c1C | 5% | -1% | 14% | i | -1%
Cc1ccc(S(=O)(=O)Nc2cccnc2)cc1C | -6% | 4% | 18% | 0.1% | -6%
COC(=O)CCC(=O)NNC(=O)c1cccc(Br)c1 | 15% | 0% | -36% | 0.7% | -4%
Cc1ccc2ncccc2c1NC(=S)NC(=O)c1ccccc1 | 5% | 0% | 47% | 6.5% | 0%
CC(c1ccccc1)n1c(Br)nc2c1c(=O)[nH]c(=O)n2C (stereo unspecified) | 5% | 1% | -2% | 0.7% | -5%
O=C(NCCc1c[nH]c2ccccc12)C1CCN(Cc2ccc(Br)cc2)CC1 | -6% | 19% | 43% | 3.2% | -2%
COc1cccc(C(=O)NNC(=O)C2CC(C)=C(C)CC2C(=O)O)c1 (stereo unspecified) | 0% | -9% | 1% | i | -11%
COC(=O)C1(CCSC)NC(c2ccccc2OC)C2C(=O)N(C)C(=O)C21 (stereo unspecified) | 9% | 2% | -13% | 1.9% | -8%
CCOc1cccc2sc(N(CCCN(C)C)C(=O)c3ccc(S(=O)(=O)N(C)c4ccccc4)cc3)nc12 | 1% | 3% | 22% | 1.9% | 12%
CC1CCCC12NC(=O)NC2=O (stereo unspecified) | . | 2% | . | 1.8% | .
COc1ccc(-n2cnnc2SCC(=O)Nc2cccnc2Cl)cc1 | 4% | -2% | -8% | 1.1% | 1%
CCOC(=O)CNC(=O)c1ccc2c(c1)OCCO2 | -10% | -4% | 5% | 0.4% | -2%
O=C(CN1CCCC1=O)NC1CCCc2c1cnn2-c1cc(F)cc(F)c1 (stereo unspecified) | -10% | 3% | 2% | 0.8% | -4%
Cc1cccc(-n2ncc3c(N4CC(C)CC(C)C4)ncnc32)c1 (stereo unspecified) | -9% | -19% | . | 1.8% | 0%
O=S1(=O)CCOC[C@H](c2ccccc2)N1Cc1cccc(F)c1 | 1% | -13% | -6% | 2.6% | -5%
Cc1c2c(n3c(nc4ccccc43)c1C#N)N(CCN1CCOCC1)CC2 | 7% | 7% | 8% | 4.2% | 4%
O=C(O)[C@H](Cc1ccccc1)NC(=O)N1CCN(c2cccc(C(F)(F)F)c2)CC1 | 16% | 11% | -2% | i | -3%
CCN(CC)c1ccc(C=O)c(OC)c1 | 2% | -4% | 6% | 8.0% | -5%

Of the compounds above, three contain a Cl atom.
SMILES | Salmonella PhoP GFP | H1N1 NS1A inhibition | tuberculosis growth | VEEV TC-83 Vero | H37Rv inhibition | others
O=C(NNC(=O)c1ccc2ccccc2c1)c1ccc(Cl)cc1 | . | 15% | . | 2.2% | .
Cc1nn(Cc2ccccc2Cl)c(C)c1NC(=O)CCCn1nc(C)c([N+](=O)[O-])c1C | 5% | -1% | 14% | i | -1%
COc1ccc(-n2cnnc2SCC(=O)Nc2cccnc2Cl)cc1 | 4% | -2% | -8% | 1.1% | 1%

(cont.)
SMILES | Salmonella PhoP GFP | H1N1 NS1A inhibition | tuberculosis growth | VEEV TC-83 Vero | H37Rv inhibition | others
CCN1c2ccccc2-c2nc3ccccc3n2C1c1cccnc1 (stereo unspecified) | -5% | -1% | 22% | 0.1% | 4%
CC(=O)c1c(C)[nH]c(C(=O)CSc2nnc(N)s2)c1C | -3% | 3% | -8% | 4.1% | -2%
CCc1ccc(CCC(=O)Nc2ccc(C)cc2C)o1 | -10% | 0% | ? | 2.2% | 17%
CCCCn1c(N)c(N(C)C(=O)c2cn(-c3ccccc3)nc2-c2ccccc2)c(=O)[nH]c1=O | . | -9% | 7% | 0.2% | -5%
O=C(Cn1nc(-c2ccco2)ccc1=O)Nc1cc(C(F)(F)F)ccc1Cl | 8% | 2% | 18% | i | -4%
CC(=O)N(c1nc(/C=C\C(=O)O)cs1)c1ccccc1F | -18% | -5% | 1% | 0.6% | 3%
CC(C)(C)c1ccc(OCCNCc2ccccc2)cc1 | 4% | 3% | ? | i | 15%
CC(/C=C/c1ccc(Cl)o1)=C\C(=O)O | -2% | 4% | 26% | 1.3% | 0%
Cc1cccc(N2CCN(c3ccc4cc(S(=O)(=O)N5CCCCC5)ccc4n3)CC2C)c1 (stereo unspecified) | 4% | -6% | -5% | i | 4%
CCN(CC)C(=O)CSC(Nc1cccc(F)c1)=C(C#N)C#N | -4% | . | 10% | 3.2% | -5%
O=C(Nc1ncccc1O)c1ccc(Oc2ccccc2)cc1 | 5% | 2% | i | 3.8% | 10%
N#Cc1cc(-c2cccc(Cl)c2)c[nH]c1=O | 9% | 3% | -22% | 0.8% | 4%
COC(=O)C(O)(c1ccc(N(C)C(=O)c2cccs2)cc1)C(F)(F)F (stereo unspecified) | 2% | 12% | 3% | 0.8% | 3%
COc1ccc(C(=O)C(OC(=O)c2ccccc2Cl)c2ccccc2)cc1 (stereo unspecified) | 8% | -1% | 3% | 4.0% | 3%
CCOc1cc(CNCCCN2CCOCC2)cc(Br)c1OCc1ccccc1Cl | -15% | 8% | ? | i | ?

Grouped by structure, the entries above containing a CF3 group.
SMILES | Salmonella PhoP GFP | H1N1 NS1A inhibition | tuberculosis growth | VEEV TC-83 Vero | H37Rv inhibition | others
FC(F)(F)c1cccc(Cc2noc(CN3CCCC(OCc4ccccn4)C3)n2)c1 (stereo unspecified) | -11% | 4% | 61% | 5.4% | 8%
O=C(O)[C@H](Cc1ccccc1)NC(=O)N1CCN(c2cccc(C(F)(F)F)c2)CC1 | 16% | 11% | -2% | i | -3%
O=C(Cn1nc(-c2ccco2)ccc1=O)Nc1cc(C(F)(F)F)ccc1Cl | 8% | 2% | 18% | i | -4%
COC(=O)C(O)(c1ccc(N(C)C(=O)c2cccs2)cc1)C(F)(F)F (stereo unspecified) | 2% | 12% | 3% | 0.8% | 3%

(list continues)
SMILES | Salmonella PhoP GFP | H1N1 NS1A inhibition | tuberculosis growth | VEEV TC-83 Vero | H37Rv inhibition | others
Cc1cc(C)c(OCC(=O)N(C)CC(=O)Nc2ccc(N3CCOCC3)cc2)c(C)c1 | -13% | -3% | -7% | 3.0% | -8%
[O-]/C(=C(\C(=S)NCc1ccco1)[n+]1ccccc1)c1ccccc1Br | 2% | -1% | 8% | 0.2% | -2%
NC(=O)c1cnn(-c2cccc(Cl)c2)c1N | 2% | -4% | 2% | i | 4%
O=Cc1ccc(-c2cccc(C(=O)O)c2)o1 | -8% | -19% | -17% | 1.0% | -8%
Cc1ccc(C(=O)CCC(=O)OCC(=O)NNC(=O)c2ccc([N+](=O)[O-])cc2)cc1 | . | 11% | -4% | 0.9% | -2%
CCc1ccc2nc(N(CCCN(C)C)C(=O)c3ccc(C(=O)c4ccccc4)cc3)sc2c1 | -5% | 17% | ? | ? | ?
CN(Cc1ccccc1)c1nc2c(c(=O)[nH]c(=O)n2C)n1CCSc1nc2ccccc2[nH]1 | -1% | -2% | 2% | 0.1% | -9%
CCN(C(=O)COc1cccc(-n2cnnn2)c1)C1CCS(=O)(=O)C1 (stereo unspecified) | . | 9% | -2% | i | 5%
CC(Cc1ccccc1)NCC(=O)Nc1cc(N(C)C)nc2ccccc12 (stereo unspecified) | 6% | . | 10% | 2.7% | 45%
Cc1c(C(=O)NCc2c(F)cc(F)cc2F)oc2ccc(S(=O)(=O)N3CCOCC3)cc12 | -4% | 7% | 10% | 6.8% | -3%
Cc1c(NC(=O)C2(c3ccc(Cl)cc3)CCCC2)c(=O)n(-c2ccccc2)n1C | 5% | -5% | 3% | 0.3% | -10%
N#Cc1nc(COc2cccc(Cl)c2)oc1N1CCCC1 | . | 17% | 32% | 4.5% | 4%
O=C(N/N=C/c1ccc2c(c1)OCCO2)c1ccncc1 | 6% | -20% | 52% | 0.1% | ?
O=C(CC(Cc1ccccc1)C(=O)O)Nc1ccc(F)cc1 (stereo unspecified) | -2% | -5% | -9% | 0.8% | -2%
COc1cccc(CNC(=O)Cn2c(=O)oc3ccccc32)c1OC | -18% | -4% | . | 0.3% | -2%
CCOC(=O)[C@H]1[C@H]2COc3ccc(Br)cc3[C@@H]2N2C(=O)CN(Cc3ccc(Cl)cc3)C(=O)[C@@]12C | . | 0% | 21% | 8.5% | 1%
Cc1cc(NC(=O)c2ccccc2F)n(C(C)(C)C)n1 | -12% | . | 4% | i | 2%
O=C(CSc1nnc2ccc(-c3ccc(Br)cc3)nn12)NCC1CCCO1 (stereo unspecified) | 3% | -2% | -5% | 4.4% | 8%
CCc1ccc(C(=O)COc2ccc(NC(C)=O)cc2)cc1 | 14% | -10% | 39% | i | 8%
CCO[C@@H]1OC(C(N)=O)=C[C@H](c2coc3ccccc3c2=O)[C@H]1CCCO | -17% | -7% | -5% | i | 1%
CC(=O)Nc1ccc(C(=O)CSc2nnc(-c3ccc(O)cc3)n2CC2CCCO2)cc1 (stereo unspecified) | -9% | -5% | 20% | 1.0% | 2%
O=C(N/N=C/c1ccc([N+](=O)[O-])o1)c1cc2c(ccc3ccccc32)o1 | . | -1% | . | 2.2% | .
CC(CCc1ccccc1)NC(=O)COC(=O)c1ccc([N+](=O)[O-])cc1 (stereo unspecified) | 0% | -1% | 73% | 0.3% | 11%
COc1ccc(CNc2nc3c(c(=O)[nH]c(=O)n3C)n2CCCc2ccccc2)cc1 | -2% | -19% | -9% | 2.2% | -2%
CC(C)Cc1nnc(NC(=O)Nc2ccccc2)s1 | -2% | 5% | 3% | 0.7% | 19%
CCOC(=O)Cn1c(=O)oc2cc(S(=O)(=O)NC3CCCc4ccccc43)ccc21 (stereo unspecified) | 1% | 6% | -10% | 1.4% | -6%
COc1ccc(C(=O)Nc2ccccc2C(=O)N2CCOCC2)cc1Br | -12% | -2% | 1% | 0.1% | 1%
CC(=O)Nc1cccc(-c2cnc3ccccc3n2)c1 | -4% | 7% | -10% | 1.6% | -3%
COc1ccc(OCC(=O)OCC(=O)NCC2CCCCC2)cc1 | . | -7% | -1% | i | -12%
CCOc1ccc(NC(=O)NCc2ccc3c(c2)OCO3)cc1 | -4% | -7% | 3% | 2.6% | -13%
CS(=O)(=O)N1CCN(c2nc3ccc(Cl)cc3s2)CC1 | 6% | 1% | -9% | 3.1% | -9%
c1ccc(Nc2c3c(nc4ncnn24)CCC3)cc1 | -15% | -7% | -4% | i | -10%
O=C(Cc1nnc(NC(=O)c2ccccc2)s1)N/N=C\c1ccc(O)c(O)c1 | 1% | 6% | -3% | 0.4% | -5%
CN(C)CP(=O)(Nc1ccccc1)N(C)C (stereo unspecified) | -8% | 2% | -3% | 0.1% | -6%
O=C(CSC(=S)N1CCCC1)Nc1ccc(Br)cc1Cl | 0% | -3% | 78% | 2.2% | -4%
C=Cn1cc[n+](CC(=O)c2ccc(-c3ccccc3)cc2)c1 | 6% | -1% | 18% | i | 6%
Cc1c(Cl)cccc1Nc1nc(N)nc(CN2CCCCCC2)n1 | -2% | 8% | 67% | 1.6% | -9%
C=CCc1cccc(CNc2nc3ccccc3n2C(C)C)c1O | -4% | 5% | 14% | i | 1%
Cc1[nH]c(N)nc(=S)c1CCCNc1ccccc1 | . | 11% | . | 3.6% | .
